Compound activity from PubChem.
D2 ag: activates the human D2 dopamine receptor | activation, % at 2 µM | HEK293 T-REx D2 cells, calcium flux agonist mode | actives 0.53% (n = 340,000);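 active = activation over 3 SD above normal in the single-dose calcium agonist read, cut at about 30% in these data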; note: 0% is about no effect
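Agonism is scored from calcium flux in a force-coupled, inducible HEK293 cell line expressing D2, read kinetically for 180 s after compound addition against dopamine controls.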
D2 antagonist: antagonizes the human D2 dopamine receptor; P14416; HEK293 TREx D2 cells, calcium flux, dopamine EC80; inhibition, % at 10 µM; actives 2% (n = 340,000); in the data active = inhibition above about 30%; note: 0% is about no effect
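Compounds are added to dye-loaded, induced HEK293 T-REx cells coupled to calcium release via D2; after a 3 min kinetic read an EC80 dopamine stimulus is given and fluorescence is recorded for 3 more min.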
USP1-UAF1 inh: inhibitors of human USP1/UAF1 deubiquitinase | recombinant USP1/UAF1, Ub-Rhodamine cleavage fluorescence | O94782 | actives 0.23% (n = 390,000) | Potency, µM (titrated, usually from 57.1 µM), for inactives: at the highest dose activity change, negative = inhibition, actives largely listed as inhibitors; note: potency is the fitted concentration of half-maximal effect; % is set by controls: 0 for no effect and ±100 for the full control effect; nearly all actives have a fitted effect of over 60% in size; inactives centre near -12
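In this screen, compounds sit with the deubiquitinase complex (1nM) for 15 min at room temperature before Ub-Rho is added at 150nM final. Fluorescence rise is then followed for 6 reads every 60 seconds.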
TRHR ag: agonists of human TRH receptor; activation, % at 2 µM; TRHR cells, calcium flux fluo-8, FDSS agonist mode; AID 493084; actives 0.18% (n = 360,000); in the data active = activation above about 30%; note: 0% is about no effect
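Steps: seed TRHR cells overnight; add fluo-8 no-wash Ca dye, RT 30 min–1.5 h; record 10 s baseline; pin-transfer compounds; monitor fluorescence 1 cycle/s for the agonist window. Calcium increases flag candidate agonists.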
rTrxR1 inhibitor: rat TrxR1 inhibition; Potency, µM (doses to about 114 µM), inactives show top-dose activity change, negative = inhibition, usual class: inhibitors; recombinant rTrxR1, NADPH fluorescence consumption, selenite substrate; actives 1% (n = 390,000); note: potency is the fitted concentration of half-maximal effect; % is set by controls: 0 for no effect and ±100 for the full control effect; nearly all actives have a fitted effect of over 65% in size
Target sequence (O89049 whole entry, looked up): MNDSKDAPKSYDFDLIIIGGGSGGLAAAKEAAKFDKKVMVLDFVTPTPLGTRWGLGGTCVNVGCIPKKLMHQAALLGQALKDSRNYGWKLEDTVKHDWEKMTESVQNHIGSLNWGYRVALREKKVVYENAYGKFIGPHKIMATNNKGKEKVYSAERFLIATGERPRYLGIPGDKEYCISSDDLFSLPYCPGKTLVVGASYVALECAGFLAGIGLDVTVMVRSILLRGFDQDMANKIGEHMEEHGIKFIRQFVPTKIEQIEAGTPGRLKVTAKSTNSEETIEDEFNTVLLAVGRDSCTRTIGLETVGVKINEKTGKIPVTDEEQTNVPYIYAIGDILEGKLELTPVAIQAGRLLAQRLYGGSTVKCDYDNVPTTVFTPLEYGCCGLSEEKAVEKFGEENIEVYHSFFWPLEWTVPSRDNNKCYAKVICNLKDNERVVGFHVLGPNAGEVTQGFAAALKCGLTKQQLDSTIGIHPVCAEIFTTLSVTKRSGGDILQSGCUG
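Rat TrxR1 (90 nM in the dispensed reagent) was pre-reduced with 400 uM NADPH for 5 min at room temperature, then incubated with compound for 15 min. After 400 uM selenite was added, NADPH fluorescence (Ex 340/Em 450 nm) was followed for 8 min.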
TrxR1 substrate: rat thioredoxin reductase 1 substrate activity; O89049; purified TrxR1 substrate turnover, NADPH consumption readout; Potency, µM (highest dose often 114 µM), without a hit: at the highest dose activity change, negative = substrate turnover; actives 0.01% (n = 390,000); AID 588456; note: potency is the fitted concentration of half-maximal effect; % is set by controls: 0 for no effect and ±100 for the full control effect; nearly all actives have a fitted effect of over 50% in size
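Rat TrxR1, dispensed at 90 nM, was prereduced with 400 uM NADPH (final) for 5 min at ~22 deg C, then incubated with compound 15 min before 400 uM selenite. A first-read NADPH fluorescence drop versus no-compound background flagged substrates.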
mIDH1 inhibitor: blocks human mutant IDH1 R132H enzyme; O75874; IDH1-R132H enzyme, NADPH consumption, diaphorase/resazurin fluorescence; Potency, µM (titrated, usually from 76.6 µM), inactives show at the highest dose activity change, negative = inhibition, usual class: inhibitors; actives 0.093% (n = 390,000); AID 602179; note: potency is the fitted concentration of half-maximal effect; % is set by controls: 0 for no effect and ±100 for the full control effect; nearly all actives have a fitted effect of over 65% in size
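IDH1-R132H (0.5 ug/mL dispensed) in pH 7.5 Tris buffer was preincubated 30 min with compound, then given a substrate mix of 0.016 mM NADPH and 2 mM alpha-KG for 80 min at room temperature; remaining NADPH was read by diaphorase/resazurin fluorescence.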
PI4K2A inh: blocks human PI4K2A kinase activity. activity change, negative = inhibition, % at 76.9 µM. actives 0.13% (n = 420,000). purified PI4K2A, ADP-Glo luminescence, 1 h; hits give low values; in the data active = activity change below about -50%; inconclusive = mostly about -30% to -49%;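 note: -100% = wells without enzyme as full effect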
Target sequence (Q9BTU6 whole entry, looked up): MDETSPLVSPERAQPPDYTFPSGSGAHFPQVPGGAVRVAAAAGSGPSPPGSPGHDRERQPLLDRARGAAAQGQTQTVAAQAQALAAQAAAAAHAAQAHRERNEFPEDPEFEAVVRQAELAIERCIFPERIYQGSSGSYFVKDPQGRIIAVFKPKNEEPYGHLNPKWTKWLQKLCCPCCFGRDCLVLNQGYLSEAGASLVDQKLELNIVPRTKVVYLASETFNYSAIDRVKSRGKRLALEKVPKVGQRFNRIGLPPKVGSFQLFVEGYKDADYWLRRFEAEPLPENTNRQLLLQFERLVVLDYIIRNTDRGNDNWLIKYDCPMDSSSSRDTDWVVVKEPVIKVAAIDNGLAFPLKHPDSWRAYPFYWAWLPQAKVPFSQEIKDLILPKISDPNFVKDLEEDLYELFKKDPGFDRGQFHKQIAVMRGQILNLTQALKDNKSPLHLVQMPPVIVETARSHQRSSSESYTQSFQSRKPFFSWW
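In this quantitative HTS, ADP production by PI4K2A was quantified luminescently after 1 h at ambient temperature; 100 microM adenosine served as plate-quality control.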
TRHR PAM: allosteric enhancers of human TRH receptor; AID 493056; TRHR cells, fluo-8 calcium fluorescence, EC20 TRH enhancement; P34981; enhancement, % at 2 µM; actives 0.66% (n = 360,000); in the data active = enhancement above about 30%; note: 0% is about no effect
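Enhancer read-out: after compound pinning and an initial kinetic agonist-mode read, an EC20 of TRH (10 nM final) was injected and fluo-8 calcium signal (Ex 480/Em 530) followed at 1 s/cycle for 100 cycles in TRHR-expressing cells.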
Starred values were filed as active, the others as inactive; ? = inconclusive; . = no result given; & = joins results of further samples; [ ] = remark or other dose. Unless noted, calls come from the whole dose curve; as a rule, active = well fitted inhibition curve with a large enough effect; inconclusive = small, poorly fitted or top-dose-only effect; inactive = no such curve, though single readings can be large or run the other way. Outcome played no part in choosing rows; about 3.9% have a hit in one of these screens.

SMILES	D2 ag	D2 antagonist	USP1-UAF1 inh	TRHR ag	rTrxR1 inhibitor	TrxR1 substrate	mIDH1 inhibitor	PI4K2A inh	TRHR PAM
COc1ccccc1N1CCN(C2CCCN(C(=O)CCC(C)=O)C2)CC1 (stereo unspecified)	0.8	-9	-15%	-0.1	19%	9%	6%	-1	1
CCOc1cccc2cc(-c3nnc(NCc4ccc5c(c4)OCO5)s3)c(=O)oc12	-0.3	-1	-14%	1.2	?	4%	1%	-1	-1
CC(C)C[C@@H](CO)N(Cc1ccccc1)S(=O)(=O)N(Cc1ccccc1)[C@H](CO)CC(C)C	1.8	17	-15%	4.2	15%&5%	0%&-13%	5%	0	-4
Cc1ccnc2nc(NC(=O)c3ccccc3Cl)nn12	1.3	.	-18%	2.0	24%	-4%	-6%	-3	0
Cc1ccc(N)cc1NC(=O)CN1CCOCC1	0.1	-6	-18%	0.1	30%	6%	13%	4	0
CCOC(=O)c1nn(-c2ccc(F)cc2)cc1O	0.1	-6	-14%	0.1	18%[57.1 µM]	1%[57.1 µM]	1%	6	-2
C/C(=N\NC(=O)c1ccc(Br)cc1)c1ccccc1	0.9	-13	-18%	-0.5	7%	2%	13%	-12	5
COc1ccccc1C1(CCN=Cc2ccc(N(C)C)cc2)CCOC(C)(C)C1 (stereo unspecified)	0.2	1	-3%	0.3	-5%	-9%	-5%	2	5
COc1cccc(/C=C(\C#N)c2nc3ccccc3c(=O)[nH]2)c1OC	-0.5	.	2%	5.6	7%	-2%	1%	-1	-3
COc1nc(Nc2ccc([N+](=O)[O-])cc2)nc(NC(C)C)n1	-1.1	5	-21%	-0.2	-7%	-11%	2%	-2	-6
CCN(CC)CCCn1c2c(c(SCC(=O)Nc3cccc(C)c3C)nc1=O)CCC2	-0.1	25	-4%	0.1	-16%	-18%	3%	-3	1
OC12CC3C[C@H](C1)C(N1CCOCC1)[C@@H](C3)C2 (stereo partly specified)	-0.4	-16	-12%	1.2	17%	3%	12%	-1	0
Cc1ccc(CS(=O)(=O)CCC(=O)NC2CC2)cc1	0.5	-23	-15%	-0.3	17%	5%	-1%	0	1
Cc1c(C(=O)NC2CCCC2)oc2ccccc12	-0.6	-8	-5%	-0.4	-8%	-5%	0%	0	8
O=C(CN1C(=O)C2C3C=CC(C3)C2C1=O)Nc1nc2ccccc2[nH]1 (stereo unspecified)	0.0	-7	-6%	-0.3	-2%	-6%	5%	4	0
Cc1cccc(CNC(=O)CCCn2nc(C)c3c(C)n(-c4ccccc4)nc3c2=O)c1	0.3	1	-9%	-0.9	23%	-3%	-7%	-4	1
CCC(c1nnnn1C(C)(C)CC)N(CCN1CCOCC1)Cc1cc2cc(C)ccc2[nH]c1=O (stereo unspecified)	0.1	-8	-17%	0.3	-9%	0%	-1%	-5	10
Cc1cc(C)cc(NC(=O)C(=O)NCC(c2cccnc2)N2CCc3ccccc32)c1 (stereo unspecified)	-0.9	.	-25%	-0.2	17%[11.4 µM]	7%[11.4 µM]	12%	-3	-3
Cc1ccc(C)c(S(=O)(=O)NC(CC(C)C)C(=O)O)c1 (stereo unspecified)	0.6	-30	6%	0.0	10%	0%	-3%	-2	-1
NC(=O)COc1ccc(-c2noc(COc3ccc(Cl)cc3)n2)cc1	0.3	.	-8%	2.9	29%	4%	3%	-4	2
CCCNC(=O)C(Cc1cccc(Cl)c1)NC(=O)c1ccccc1 (stereo unspecified)	0.4	-1	0%	-0.4	12%	2%	12%	2	-2
Cc1cn(C)c(CC(=O)NCc2ccc(Cl)cc2)c1C(=O)O	0.7	.	-22%	-0.1	9%[57.1 µM]	1%[57.1 µM]	-16%	3	-4
C[C@@H]1CC[C@]2(O[C@H](CCO)C[C@@H](O)[C@@H]2O)O1	.	.	-20%	.	11%[57.1 µM]	10%	7%	-4	.
CCSC1=C(C#N)C(c2ccc3c(c2)OCO3)C2=C(CCCC2=O)N1 (stereo unspecified)	0.1	2	-14%	0.1	9%	5%	1%	3	5
Cn1c(C(=O)NCCc2ccccc2)cc2c(=O)n3ccccc3nc21	-0.9	.	?	0.2	-9%	171%[activator]	1%	6	-2

Overlap with the part before: 7 compounds, then new ones.
SMILES	D2 ag	D2 antagonist	USP1-UAF1 inh	TRHR ag	rTrxR1 inhibitor	TrxR1 substrate	mIDH1 inhibitor	PI4K2A inh	TRHR PAM
Cc1ccc(C)c(S(=O)(=O)NC(CC(C)C)C(=O)O)c1 (stereo unspecified)	0.6	-30	6%	0.0	10%	0%	-3%	-2	-1
NC(=O)COc1ccc(-c2noc(COc3ccc(Cl)cc3)n2)cc1	0.3	.	-8%	2.9	29%	4%	3%	-4	2
CCCNC(=O)C(Cc1cccc(Cl)c1)NC(=O)c1ccccc1 (stereo unspecified)	0.4	-1	0%	-0.4	12%	2%	12%	2	-2
Cc1cn(C)c(CC(=O)NCc2ccc(Cl)cc2)c1C(=O)O	0.7	.	-22%	-0.1	9%[57.1 µM]	1%[57.1 µM]	-16%	3	-4
C[C@@H]1CC[C@]2(O[C@H](CCO)C[C@@H](O)[C@@H]2O)O1	.	.	-20%	.	11%[57.1 µM]	10%	7%	-4	.
CCSC1=C(C#N)C(c2ccc3c(c2)OCO3)C2=C(CCCC2=O)N1 (stereo unspecified)	0.1	2	-14%	0.1	9%	5%	1%	3	5
Cn1c(C(=O)NCCc2ccccc2)cc2c(=O)n3ccccc3nc21	-0.9	.	?	0.2	-9%	171%[activator]	1%	6	-2
COc1ccc(CCNC(=O)C2(C)CCC(=O)N2Cc2ccc(C)cc2)cc1OC (stereo unspecified)	0.2	-10	-17%	-0.1	17%	2%	-3%	10	-2
Cc1cc(C)cc(NC(=O)Cn2cc(C(=O)c3cccs3)c3ccccc32)c1	0.9	.	-26%	1.3	18%	0%	-12%	-3	26
Cc1cc(C)c(C)c(OCc2nc(-c3cccnc3)no2)c1	-0.4	-7	-22%	-0.3	-15%	-8%	2%	6	-1
C1=Nc2c(NCc3ccccc3)ncnc2Oc2ccccc21	0.1	5	-25%	0.0	-10%	-2%	8%	-16	-3
COc1ccc(-c2ccc(C)cc2)cc1[C@H]1[C@H]2C=CC[C@@H](C)[C@@H]2C(=O)N1Cc1ccccc1	1.1	-24	-9%	1.6	1%[57.1 µM]	3%	1%	-4	-5
COc1ccc(/C=C(/CC(=O)NCc2ccc(Cl)cc2)c2nc3ccccc3s2)cc1	0.4	17	-11%	0.6	?	33%[activator]	5%	-9	3
CCN(c1ccccc1)c1nnc(NC(=O)Nc2ccc(Br)c(C)c2)s1	0.8	.	-10%	0.4	8%	-2%	5%	-1	-6
CCn1c(C)c(C)c2cc(C(=O)NCCCN3CCCCC3)ccc21	-0.2&-0.2	9	?	-0.2&0.5	8%	7%	-8%&8%	-2&4	-1&14
O=C(NCc1nc2ccccc2[nH]1)C1=C[C@H](c2coc3ccccc3c2=O)C[C@H](OCc2ccc(CO)cc2)O1	-1.5	-10	?	-0.5	9%[57.1 µM]	4%[57.1 µM]	0%	-3	23
COc1ccccc1N1CCN(C(CNC(=O)C(=O)NCc2ccc(C)cc2)c2cccnc2)CC1 (stereo unspecified)	0.7	.	-27%	-0.5	7%	-3%	-9%	2	1
O=S(=O)(c1ccc(F)c(F)c1F)N1CCN(C(=S)NC2CC3CCC2C3)CC1 (stereo unspecified)	3.4	-2	-13%	0.8	-7%	-2%	21%	-5	13
COC(=O)COc1ccc(S(=O)(=O)N2CCCCCC2)cc1C	-3.3	-17	-21%	-0.9	23%	5%	0%	1	-4
COc1ccc(S(=O)(=O)N2CCC(C(=O)N[C@@H](C)C(=O)NC3CCCC3)CC2)cc1	-0.1	-7	-28%	-0.7	10%	-6%	-6%	-7	0
Cc1c(C(=O)N2CCN(CCc3ccccn3)CC2)oc2ccc(F)cc12	-0.3	2	-18%	-0.8	20%	0%	-4%	-3	1
CCOc1ccc2ccccc2c1C(=O)Nc1cc(=O)n(C)c(=O)n1C	0.7	12	-17%	0.2	2%	-1%	-4%	2	-1
O=C(NCC1CCCO1)c1cc(-c2ccccc2)on1 (stereo unspecified)	0.1	14	-1%	0.2	7%	5%	2%	1	0
C=CCOc1ccc(C(=O)Nc2ccc(OCC)cc2)cc1	0.4	2	-12%	0.2	26%	6%	-5%	5	0
COc1ccc(/C=C/C(=O)c2ccc(O)cc2)cc1COc1ccc(F)cc1	-0.2	-2	-11%	1.7	13%	-11%[57.1 µM]	0%	-1	2

An excerpt from above, showing only USP1-UAF1 inh, mIDH1 inhibitor and TRHR ag.
canonical_smiles	USP1-UAF1 inh	mIDH1 inhibitor	TRHR ag
CCOc1ccc2ccccc2c1C(=O)Nc1cc(=O)n(C)c(=O)n1C	-17%	-4%	0.2
O=C(NCC1CCCO1)c1cc(-c2ccccc2)on1 (stereo unspecified)	-1%	2%	0.2
C=CCOc1ccc(C(=O)Nc2ccc(OCC)cc2)cc1	-12%	-5%	0.2
COc1ccc(/C=C/C(=O)c2ccc(O)cc2)cc1COc1ccc(F)cc1	-11%	0%	1.7
